Pol eta inh = DNA polymerase eta (human) inhibition; Q9Y253; recombinant Pol eta, fluorescent DNA replication assay; Potency, µM (doses to about 114 µM), inactives show at the top dose activity change, negative = inhibition, actives largely listed as inhibitors; 390,000 tested, 1.2% active; AID 588591; also: % is scaled to controls: 0 for no effect and ±100 for the full control effect
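Pol eta at 10 nM preincubated with compounds 15 min at room temperature; reaction started with fluorescent substrate (50 nM final) and read kinetically at 0 and 10 min.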
G9a inh = blocks human histone lysine methyltransferase G9a; Q96KQ7; G9a H3K9 monomethylation, AlphaScreen, 2 h; Potency, µM (top dose mostly 102 µM), inactives show top-dose activity, negative = inhibition, usual class: inhibitors; 350,000 tested, 8.8% active; AID 504332; also: % is scaled to controls: 0 for no effect and ±100 for the full control effect; nearly all actives have a fitted effect of over 75% in size
Target sequence (Q96KQ7 913-1193 limits assumed): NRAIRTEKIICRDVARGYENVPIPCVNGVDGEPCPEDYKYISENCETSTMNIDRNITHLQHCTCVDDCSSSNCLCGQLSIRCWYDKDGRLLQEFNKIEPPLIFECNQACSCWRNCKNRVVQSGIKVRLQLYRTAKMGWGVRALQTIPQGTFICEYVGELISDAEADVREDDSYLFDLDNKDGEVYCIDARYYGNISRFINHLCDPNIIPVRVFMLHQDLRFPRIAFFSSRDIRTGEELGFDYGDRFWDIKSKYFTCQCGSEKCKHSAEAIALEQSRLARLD
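AlphaScreen detection with an anti-monomethyl H3K9 antibody quantified product after a 2 h room-temperature reaction containing 500 nM biotinylated H3K9 peptide, 20 µM SAM and 20 nM enzyme, which had been preincubated 15 min with compound.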
BAZ2B block = blocks human BAZ2B | Q9UIF8 | AlphaScreen BAZ2B-H3K14Ac peptide displacement | Potency, µM (top dose mostly 114 µM), for inactives: at the top dose activity change, negative = inhibition, usual class: inhibitors | 360,000 tested, 4.4% active; also: % is scaled to controls: 0 for no effect and ±100 for the full control effect; nearly all actives have a fitted effect of over 60% in size
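AlphaScreen displacement of biotin-H3(5-23)K14Ac peptide (50 nM final) from BAZ2B (50 nM final) in PBS pH 7.4, 0.01% Tween-20; complex preformed 30 min RT, then compounds (top 110 uM) 30 min RT, beads 20 min dark.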
Apoferritin bind = binds horse apoferritin like a general anesthetic; P02791; apoferritin/1-aminoanthracene competitive binding, fluorescence; Potency, µM (titrated, usually from 77.5 µM), for inactives: at the highest dose activity change, negative = displacement, most hits filed as inhibitors; 350,000 tested, 0.074% active; also: % is scaled to controls: 0 for no effect and ±100 for the full control effect; nearly all actives have a fitted effect of over 20% in size
Target sequence (P02791 2-175 limits assumed): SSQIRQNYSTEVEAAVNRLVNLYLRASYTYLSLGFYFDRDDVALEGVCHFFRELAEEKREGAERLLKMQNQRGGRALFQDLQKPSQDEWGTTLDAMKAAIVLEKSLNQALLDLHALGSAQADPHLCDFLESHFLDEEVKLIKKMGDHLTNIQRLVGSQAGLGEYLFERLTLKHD
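Apoferritin-based anesthetic binding model; compound displacement of fluorescent 1-AMA measured as endpoint fluorescence after 10 minutes at room temperature, scaled to free-ligand and complex controls.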
POLB inh = blocks human DNA polymerase beta activity. P06746. Potency, µM (doses to about 114 µM), for inactives: at the highest dose activity change, negative = inhibition, usual class: inhibitors. 340,000 tested, 1.3% active. Pol beta primer extension/strand displacement, fluorescence kinetic; also: % is scaled to controls: 0 for no effect and ±100 for the full control effect
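Homogeneous kinetic assay of primer extension and strand displacement by 10 nM Pol beta, preincubated 15 min at room temperature with compound before 50 nM substrate (final) was added. Read at 0 and 10 min; four-parameter Hill fit.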
BLM helicase inh = blocks DNA unwinding by human BLM helicase | recombinant BLM DNA unwinding, fluorescence dequenching | Potency, µM (highest dose often 56.1 µM), for inactives: at the top dose activity change, negative = inhibition, most hits filed as inhibitors | 350,000 tested, 0.2% active | AID 2528;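 also: plate controls were vehicle for no effect and no enzyme for full effect; nearly all actives have a fitted effect of over 35% in size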
POLK inh = inhibitors of human DNA polymerase kappa | Q9UBT6 | 400,000 tested, 0.53% active | purified Pol kappa, fluorescent DNA synthesis assay, 10 min | Potency, µM (titrated, usually from 107 µM), for the others: at the highest dose activity, negative = inhibition, most hits filed as inhibitors; also: % is scaled to controls: 0 for no effect and ±100 for the full control effect
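Enzyme at 10 nM met test compounds for 15 min at room temperature. Substrate addition (50 nM final) began the reaction, which was monitored by fluorescence at 0 and 10 min.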
APEX1 inh = inhibitors of human APE1 endonuclease; 350,000 tested, 0.35% active; P27695; recombinant APE1, TAMRA/BHQ-2 abasic DNA cleavage fluorescence; AID 2517; Potency, µM (highest dose often 65.8 µM), for the others: at the top dose activity change, negative = inhibition, hits mostly inhibitors;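 also: plate controls were vehicle for no effect and reference inhibitor for full effect; nearly all actives have a fitted effect of over 55% in size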
Target sequence (P27695 whole entry, looked up): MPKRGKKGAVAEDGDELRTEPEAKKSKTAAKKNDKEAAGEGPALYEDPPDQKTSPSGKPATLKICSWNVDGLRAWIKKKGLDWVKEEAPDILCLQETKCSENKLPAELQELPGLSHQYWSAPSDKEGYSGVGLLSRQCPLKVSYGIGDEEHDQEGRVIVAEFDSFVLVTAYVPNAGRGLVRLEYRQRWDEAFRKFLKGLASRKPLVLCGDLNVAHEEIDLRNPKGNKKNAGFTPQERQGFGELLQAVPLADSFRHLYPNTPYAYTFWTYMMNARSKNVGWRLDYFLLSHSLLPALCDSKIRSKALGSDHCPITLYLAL
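Substrate: short duplex with […] THF abasic site, 5'-TAMRA and 3'-BHQ-2, 50 nM final. APE1 at 0.75 nM, preincubated 15 min RT with compound. Fluorescence increase from first to third read measured activity.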
Pol iota inh = inhibitors of human DNA polymerase iota; Q9UNA4; Pol iota fluorescent replication assay, 10 min; Potency, µM (series often up to 115 µM), inactives show at the highest dose activity, negative = inhibition, usual class: inhibitors; 390,000 tested, 1% active
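Pol iota at 10 nM preincubated 15 min with compounds at room temperature; reaction started with fluorescent substrate, 50 nM final. Fluorescence read kinetically at 0 and 10 min; buffer-only wells as negative control.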
* marks the source's active call; other numbers are inactive results; ? = inconclusive; nt = not tested or not shown; [ ] = another dose, or the depositor's remark. Calls follow the shape of the dose curve; as a rule, active = well fitted curve in the direction sought with a large enough effect; inconclusive = small, poorly fitted or top-dose-only effect, or another doubt; inactive = no such curve, though single readings can be large; an effect the other way counts as inactive or inconclusive. Potency is read from the fitted curve at half-maximal effect. This is a subset; count on the stated rates, not on these rows.

Second line of a record – Pol eta inh | G9a inh | BAZ2B block | Apoferritin bind | POLB inh | BLM helicase inh | POLK inh | APEX1 inh | Pol iota inh
(1) COCCCNc1nc2ccccc2nc1NS(=O)(=O)c1cccc(C)c1
→ 6% | -12% | -4% | 11% | 5% | -7% | -3% | 0% | 119%[activator]
(2) CCOC(=O)c1c(O)c2cc(Cl)ccc2n(CC)c1=O
→ -20% | -50% | -25% | 38%[activator] | 19% | -8% | 3% | 7% | 51%[activator]
(3) COc1ccccc1N1CCN(C(=O)CN2C(=O)COc3ccc(S(=O)(=O)N4CCOCC4)cc32)CC1
→ -4% | -31%[59 µM] | -6% | 0% | 9% | -3% | -14% | nt | 22%
(4) CS(=O)(=O)N1CCc2cc(C(=O)N3CCCC3)ccc21
→ -4% | 2% | -2% | -7% | -1% | -6% | 0% | -1% | 4%
(5) Cc1ccc(S(=O)(=O)N2CCC(=O)N(CCOC(=O)NCc3ccccc3)CC2)cc1
→ 1% | 8% | 6% | 3% | -2% | 0% | -5% | ? | 29%
(6) Cc1cccc(COc2ccc(/C=C3/C(=O)N(C)C(=S)N3C)cc2)c1
→ -22% | 23%[0.501 µM] | 10% | -10% | 2% | -3% | 4% | 8% | 4%
(7) CCCN(CCC)S(=O)(=O)c1cccc(C(=O)Nc2ccc3c(c2)OCO3)c1
→ -10% | ? | -24% | ? | 1% | -8% | -12% | -5% | 2%
(8) CCN(CCCNC(=O)COc1cc(=O)n(C)c2ccccc12)c1cccc(C)c1
→ -3% | 35µM* | 50µM* | ? | -1% | -1% | 0% | -4% | 15%
(9) COc1cc(-c2[nH]ncc2CN2CCN(Cc3cccs3)CC2)cc(OC)c1OC
→ -18% | 4%[59 µM] | -3% | -11% | 14% | -4% | -22% | -1% | 148%[activator]
(10) COc1ccccc1NC(=O)c1cc(-c2ccc(OC)c(OC)c2)nc2ccccc12
→ -12% | 20% | 1% | -7% | 0% | -5% | 4% | -3% | 11%
(11) COc1ccc(NC(=O)CSc2cc(C(=O)c3nccn3C)c3ccccc3n2)cc1
→ -4% | 25%[12.7 µM] | -28% | ? | -11% | -17% | -7% | 4% | 32%[activator]
(12) CC(=O)Nc1ccc(NS(=O)(=O)c2ccc3ccccc3c2)cc1
→ 5% | -3%[12.7 µM] | -6% | -21% | 18% | -2% | -9% | -1% | 8%
(13) COCc1cc(C)n(CC(=O)Nc2ccccc2C(=O)OC)c(=O)c1C#N
→ -5% | -30% | -29% | -14% | 0% | 0% | 5% | -6% | 4%
(14) O=S(=O)(NCCO)c1cccc2cccnc12
→ -9% | -12% | 7% | 3% | 0% | -2% | -9% | 4% | 1%
(15) O=c1[nH]ncn1-c1ccccc1C(F)(F)F
→ 1% | 10%[59 µM] | 11% | -4% | 1% | -2% | -15% | -10% | 16%
(16) Cc1ccc(C(=O)OCc2nnc(-c3ccccc3)o2)cc1S(=O)(=O)N1CCOCC1
→ -11% | 22%[0.501 µM] | 10% | nt | nt | nt | -12% | -11% | 36%[activator]
(17) Cc1ccc2nc(SC(C)C(=O)NCc3ccco3)[nH]c2c1 (centres undefined)
→ -11% | 40µM* | ? | -16% | 12% | -4% | 6% | 0% | 13%
(18) CCCOc1ccc(C(=O)Nc2ccc(CN3CCOCC3)cc2)cc1
→ -10% | nt | 37%[activator] | -7% | 9% | -1% | -6% | -1% | 15%
(19) COc1cccc(CNC(=O)c2[nH]c3cc(C)ccc3c2Sc2ccccc2)c1
→ -12% | ? | -32% | 0% | -11% | -3% | 4% | nt | 37%[activator]
(20) Clc1cccc(/C=N/Nc2ncnc3ccccc23)c1
→ -17% | nt | 35µM* | ? | 2% | -13% | -17% | -2% | -13%
(21) Cc1noc(C)c1C(=O)OCC(=O)Nc1ccc(N2CCOCC2)cc1
→ -3% | nt | nt | nt | nt | nt | -12% | 10% | 10%
(22) COC(=O)/C=C1\SC(=NC(=O)c2cccc([N+](=O)[O-])c2)NC1=O
→ ? | 35µM* | -25% | -14% | 21% | -5% | -11% | 17% | ?
(23) COc1cc(-n2c(=O)c3ccccc3n(Cc3cccc(Cl)c3)c2=O)cc(OC)c1OC
→ -3% | -11%[59 µM] | -18% | -4% | 9% | -12% | -20% | nt | 5%
(24) Cc1ccccc1C(=O)NCC(=O)OC(C)C(=O)Nc1cccc(S(=O)(=O)N2CCOCC2)c1 (centres undefined)
→ -22% | -38%[59 µM] | 7% | nt | nt | nt | 5% | 45% | 13%
(25) COc1cc(/C=N/NC(=O)COc2ccccc2C)ccc1OC(=O)c1cccs1
→ -16% | nt | -27% | -19% | 7% | -2% | -10% | 0% | 16%
(26) C/C(CC1CC(COCC(C)C)OC1=O)=N\NC(N)=S (centres undefined)
→ -8% | 8% | -3% | -8% | 2% | 0% | -13% | -3% | 12%
(27) CC(C)C(NC(=O)C1CCCCC1)C(=O)Nc1ccccn1 (centres undefined)
→ -14% | 21%[2.33 µM] | 4% | -7% | 12% | 2% | 0% | 2% | 0%
(28) O=C(NCCCN1CCN(c2ccc(F)cc2)CC1)c1ccc2nc(Cc3ccccc3)oc2c1
→ -16% | -38%[59 µM] | 32µM* | 0% | 3% | 0% | -12%[60.1 µM] | nt | -1%
(29) CCCCOC(=O)NC1CCS(=O)(=O)C1 (centres undefined)
→ -3% | -11% | ? | 0% | 16% | -5% | -13% | 20% | 22%
(30) COc1ccc(C(C(=O)NC2CCCCC2)N(Cc2ccco2)C(=O)c2ccccn2)c(OC)c1 (centres undefined)
→ -10% | 10µM* | 2% | -11% | 110% | -2% | 0% | 24% | 106%[activator]

Whole records, quoted from the list. Screens in order: Pol eta inh, G9a inh, BAZ2B block, Apoferritin bind, POLB inh, BLM helicase inh, POLK inh, APEX1 inh, Pol iota inh
Cc1ccccc1C(=O)NCC(=O)OC(C)C(=O)Nc1cccc(S(=O)(=O)N2CCOCC2)c1 (centres undefined) in the list: -22%, -38%[59 µM], 7%, nt, nt, nt, 5%, 45%, 13%
C/C(CC1CC(COCC(C)C)OC1=O)=N\NC(N)=S (centres undefined) in the list: -8%, 8%, -3%, -8%, 2%, 0%, -13%, -3%, 12%
COC(=O)/C=C1\SC(=NC(=O)c2cccc([N+](=O)[O-])c2)NC1=O in the list: ?, 35µM*, -25%, -14%, 21%, -5%, -11%, 17%, ?
CC(C)C(NC(=O)C1CCCCC1)C(=O)Nc1ccccn1 (centres undefined) in the list: -14%, 21%[2.33 µM], 4%, -7%, 12%, 2%, 0%, 2%, 0%
Cc1noc(C)c1C(=O)OCC(=O)Nc1ccc(N2CCOCC2)cc1 in the list: -3%, nt, nt, nt, nt, nt, -12%, 10%, 10%

Following part:
Second line of a record – Pol eta inh | G9a inh | BAZ2B block | Apoferritin bind | POLB inh | BLM helicase inh | POLK inh | APEX1 inh | Pol iota inh
(31) Cc1onc(-c2ccccc2)c1C(=O)N1CCN(CCc2ccccc2)CC1
→ -5% | -35%[59 µM] | -21% | -12% | 10% | 1% | -11% | 2% | 7%
(32) C#CCn1c(S(=O)(=O)Cc2ccccc2Cl)nc(-c2ccccc2)c1-c1ccccc1
→ -1% | 2%[59 µM] | -5% | -8% | -23% | -6% | -12% | 6% | 2%
(33) Cc1cccc(NC(=S)NCc2ccco2)n1
→ -15% | 2µM* | -2% | -17% | -2% | -5% | 5% | 2% | 20%
(34) COc1ccc(C(=O)NC(C)c2nccs2)cc1OC1CCN(C(C)C)CC1 (centres undefined)
→ -16% | -3%[0.0925 µM] | -1% | -3% | -3% | 2% | -25% | 9% | 83%[activator]
(35) CN(CCC#N)C(=O)COC(=O)[C@H](Cc1ccccc1)N1C(=O)c2ccccc2C1=O
→ -20% | -11% | -37% | 2% | -21% | -5% | -8% | 32% | 16%
(36) Cc1cc(C)c(S(=O)(=O)NCC(CCC(=O)O)C(F)(F)F)c(C)c1 (centres undefined)
→ -10% | -1% | -3% | -4% | -10% | 0% | 0% | -4% | 169%[activator]

Screens from PubChem.
